# Spn PMK inh – blocks S. pneumoniae phosphomevalonate kinase; purified PMK, PK/LDH-coupled NADH absorbance 340 nm; inhibition, % at 10 µM; hit rate 0.49% among 65,000;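 active = top-ranked compounds by inhibition in the single 10 µM screen, taking a fixed number of the strongest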;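 note: 0% = full reaction with DMSO carrier and 100% = background rate without enzyme reaction; no value below 0 was filed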
# Spn DPM-DC inh – S. pneumoniae DPM-DC inhibition; purified DPM-DC, PK/LDH coupled NADH fluorescence; calls only at 10 µM; hit rate 0.49% among 65,000; AID 556;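 active = the 320 compounds with the highest percent inhibition in the single-dose primary screen, excluding strongly autofluorescent ones, cut at about 32% in these data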;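 note: kinetic rate of NADH fluorescence loss reporting ADP formed by the decarboxylase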
# LYP inhibition – LYP phosphatase inhibitors, primary screen, biochemical, DiFMUP fluorescence, recombinant catalytic domain, 10 µM (AID 606); recombinant LYP catalytic domain, DiFMUP fluorescence; higher % means a stronger effect; one-dose inhibition, % at 10 µM; IC50 in µM for titrated hits; 52,000 tested, under 10 active;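 active = IC50 under 40 µM in the dose-response test; inactive = IC50 of 40 µM or more, or never dose-tested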
# MK inhibit – inhibitors of Streptococcus pneumoniae mevalonate kinase; purified MK, PK/LDH-coupled NADH absorbance 340 nm; inhibition, % at 10 µM; hit rate 0.48% among 65,000;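 active = ranked among the strongest by inhibition in the single 10 µM screen, a fixed top-ranked set picked for dose follow-up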; note: no value below 0 was filed
# HT1080 viability – HT1080 cell viability loss – fluorescence readout (AID 620) | hit rate 0.42% among 87,000 | HT1080 viability, fluorescence; higher % means a stronger effect | one-dose cytotoxicity, % at 10 µM; EC50 in µM for titrated hits; in the data active = cytotoxicity above about 50%;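 note: cells exposed to compound overnight then 4 h with Alamar Blue; 0% = vehicle DMSO and 100% = killing control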
# * hit, by the source's call; i = inactive; . = no result given. A portion of the library; the hit share may differ from the screen's.
# Field names – A = Spn PMK inh; B = Spn DPM-DC inh; C = LYP inhibition; D = MK inhibit; E = HT1080 viability
> CCOC(=O)c1c(C)[nH]c(C(=O)OCC(=O)NC2CCS(=O)(=O)C2)c1C (centres undefined)
  A = .; B = .; C = .; D = .; E = -9.9%
> COc1ccc(Cn2c(C)c(C)c(C#N)c2NC(=O)Nc2ccccc2)cc1
  A = .; B = .; C = .; D = .; E = 1.5%
> Cc1nn(CCC(=O)NNC(=S)Nc2ccc(F)cc2)c(C)c1[N+](=O)[O-]
  A = .; B = .; C = .; D = .; E = -6.2%
> CCNC(=O)NC1(C(=O)Nc2ccc3c(c2)OCCO3)CCCCC1
  A = .; B = .; C = .; D = .; E = -11.5%
> COc1ccc(CNc2nc3nc4c(c(=O)n3[nH]2)CCC4)cc1
  A = .; B = .; C = .; D = .; E = -10.1%
> Cc1ccc(NC(=O)c2cccs2)cc1
  A = .; B = .; C = .; D = .; E = 7.0%
> CC(=O)c1cnc(N(C)C)s1
  A = .; B = .; C = .; D = .; E = -3.4%
> CC(=O)CC(C)(C)S(=O)(=O)c1ccc(NC(C)=O)cc1
  A = .; B = .; C = .; D = .; E = -5.2%
> C/C(N)=C(/C#N)C(=O)COC(=O)C1CCC(C(C)(C)C)CC1 (centres undefined)
  A = .; B = .; C = .; D = .; E = 4.0%
> CC(C)c1nnc(SCC(=O)Nc2ccc3c(c2)OCO3)n1C
  A = .; B = .; C = .; D = .; E = -1.5%

# The final two records of the section above come first, to join the parts.
# Field names – A = Spn PMK inh; B = Spn DPM-DC inh; C = LYP inhibition; D = MK inhibit; E = HT1080 viability
> C/C(N)=C(/C#N)C(=O)COC(=O)C1CCC(C(C)(C)C)CC1 (centres undefined)
  A = .; B = .; C = .; D = .; E = 4.0%
> CC(C)c1nnc(SCC(=O)Nc2ccc3c(c2)OCO3)n1C
  A = .; B = .; C = .; D = .; E = -1.5%
> COC(=O)c1ccc2c(c1)N(C)C(=O)CS2
  A = .; B = .; C = .; D = .; E = 2.2%
> CCC(C)N1C(=O)CCC1C(=O)N1CCN(c2ccccc2F)CC1 (centres undefined)
  A = .; B = .; C = .; D = .; E = 16.7%
> CC1CC(C)CN(C(=O)c2ccncc2)C1 (centres undefined)
  A = .; B = .; C = .; D = .; E = 5.5%
> COc1ccc(N=C/C=C2\C=C(c3ccccc3)OC(C)(C)O2)cc1
  A = .; B = .; C = .; D = .; E = -14.5%
> Cc1ccc2[nH]cc(C(=O)CN3CCN(c4ccccc4F)CC3)c2c1
  A = .; B = .; C = .; D = .; E = -15.2%
> CCc1ccc(NC(=O)N(Cc2ccco2)C(C)c2cccs2)cc1 (centres undefined)
  A = .; B = .; C = .; D = .; E = -4.0%
> O=S(=O)(c1ccc(Cl)nc1)N1CCN(Cc2ccc3c(c2)OCO3)CC1
  A = .; B = .; C = .; D = .; E = -14.6%
> CCOC(=O)C1=C(C)NC(=O)NC1c1ccc(OCC(N)=O)cc1 (centres undefined)
  A = .; B = .; C = .; D = .; E = 9.2%
> Cc1nc2c(C(=O)NCc3ccc4c(c3)OCO4)cnn2c(C)c1Cc1ccc(F)cc1Cl
  A = .; B = .; C = .; D = .; E = -12.2%
> Nn1c(SCC(=O)Nc2ccc3c(c2)OCO3)nnc1-c1ccccc1
  A = .; B = .; C = .; D = .; E = 1.0%
> COc1ccccc1N=C(C)C1=C(O)COC1=O
  A = .; B = .; C = .; D = .; E = -2.4%
> COC(=O)NC(NC(=S)Nc1ccc([N+](=O)[O-])cc1)C(Cl)(Cl)Cl (centres undefined)
  A = .; B = .; C = .; D = .; E = 14.7%
> CCOc1ccc(S(=O)(=O)N2c3ccccc3CC2C)cc1 (centres undefined)
  A = .; B = .; C = .; D = .; E = 74.1%*
> CCCN1CCCc2ccccc21
  A = .; B = .; C = .; D = .; E = 5.1%
> COc1ccc2occ(C(C)=O)c2c1
  A = .; B = .; C = .; D = .; E = -16.6%
> Cc1ccc(OCC(=O)Nc2ccc(F)cc2)cc1
  A = .; B = .; C = .; D = .; E = 11.3%
> Nc1c(C(=O)O)nnn1Cc1ccccc1
  A = .; B = .; C = .; D = .; E = -2.6%
> CNC(=O)c1ccc(-c2ccc(OC)cc2)s1
  A = .; B = .; C = .; D = .; E = -4.6%
> CCN(CC)S(=O)(=O)c1cc([N+](=O)[O-])ccc1NNC(=O)Nc1ccccc1
  A = .; B = .; C = .; D = .; E = -6.2%
> CCOC(=O)c1c(-c2ccccc2)oc2cc(CN(C)C)c(O)c(CN(C)C)c12
  A = .; B = .; C = .; D = .; E = 20.6%

# Record cards, from the list above.
# COc1ccc2occ(C(C)=O)c2c1 as listed: Spn PMK inh = .; Spn DPM-DC inh = .; LYP inhibition = .; MK inhibit = .; HT1080 viability = -16.6%
# COc1ccccc1N=C(C)C1=C(O)COC1=O as listed: Spn PMK inh = .; Spn DPM-DC inh = .; LYP inhibition = .; MK inhibit = .; HT1080 viability = -2.4%
# CCN(CC)S(=O)(=O)c1cc([N+](=O)[O-])ccc1NNC(=O)Nc1ccccc1 as listed: Spn PMK inh = .; Spn DPM-DC inh = .; LYP inhibition = .; MK inhibit = .; HT1080 viability = -6.2%

# Additional records.
# Field names – A = Spn PMK inh; B = Spn DPM-DC inh; C = LYP inhibition; D = MK inhibit; E = HT1080 viability
> COC(=O)[C@@H]1C[C@@]2(O)[C@H](O)[C@H](O)[C@H](O)C[C@H]2N1Cc1ccccc1OS(=O)(=O)c1ccc(C)cc1
  A = .; B = .; C = .; D = .; E = 16.7%
> CCOC(=O)C(=CNc1cc(C)nn1-c1ccc(C)cc1)C(=O)OCC
  A = .; B = .; C = .; D = .; E = -7.8%
> CC(C)CC(=O)NN(C)c1nc(-c2ccccc2)nnc1C(F)(F)F
  A = .; B = .; C = .; D = .; E = 37.3%
> CCOc1cc(Br)ccc1S(=O)(=O)N1CC(C)OC(C)C1 (centres undefined)
  A = .; B = .; C = .; D = .; E = 8.3%
> Cc1nc(Oc2cccc(Cl)c2)c2oc3ccccc3c2n1
  A = .; B = .; C = .; D = .; E = -6.6%
> CC(C)COc1ccc(Cc2cnc(N)nc2N)cc1
  A = .; B = .; C = .; D = .; E = -17.4%
> N#Cc1c(C#N)c(-c2ccccc2)n(-c2ccccc2)c1N
  A = .; B = .; C = .; D = .; E = -9.8%
> CCOC(CNC(=O)CCc1c(C)nc2ncnn2c1C)OCC
  A = .; B = .; C = .; D = .; E = -3.0%
> CC(C)NC(=O)CC1OC(=O)c2ccccc21 (centres undefined)
  A = .; B = .; C = .; D = .; E = 4.0%
> O=C(Nc1cccc2ccccc12)N1CCc2ccccc2C1
  A = .; B = .; C = .; D = .; E = -16.8%
> CCCSc1ncc(Cl)c(C(=O)Nc2ccc(S(=O)(=O)N3CC(C)OC(C)C3)cc2)n1 (centres undefined)
  A = .; B = .; C = .; D = .; E = -9.3%
> CCCCCc1c(O)nc(SCC(=O)O)[nH]c1=O
  A = .; B = .; C = .; D = .; E = -2.3%
> NC(=S)NNc1cc(Cl)cc(Cl)c1
  A = .; B = .; C = .; D = .; E = 9.7%
> CCCCc1[nH]c(=O)c(C#N)c2c1CCCC2
  A = .; B = .; C = .; D = .; E = -13.4%
> Cc1ccc(S(=O)(=O)NCC(C)NS(C)(=O)=O)cc1 (centres undefined)
  A = .; B = .; C = .; D = .; E = -2.6%
> O=C(COC(=O)CCCSc1nc2ccccc2[nH]1)NC(=O)NC1CCCC1
  A = .; B = .; C = .; D = .; E = 1.1%
> COc1ccc(NC(=O)C(C/C=C(/C)Cl)C(C)=O)cc1 (centres undefined)
  A = .; B = .; C = .; D = .; E = -8.0%
> CCC(C)N1C(=O)/C(=C/c2c(NCCCOC(C)C)nc3c(C)cccn3c2=O)SC1=S (centres undefined)
  A = .; B = .; C = .; D = .; E = -17.9%
> CCOC(=O)c1ccc(Nc2ncnc3ccc(C)cc23)cc1
  A = .; B = .; C = .; D = .; E = -2.8%
> CCCC(=O)Nc1ccc(Cl)c(NC(=O)c2cccnc2Cl)c1
  A = .; B = .; C = .; D = .; E = -5.0%

# Exported bar-delimited: 2 of the compounds above
canonical_smiles | Spn PMK inh | Spn DPM-DC inh | LYP inhibition | MK inhibit | HT1080 viability
CCOC(=O)c1ccc(Nc2ncnc3ccc(C)cc23)cc1 | . | . | . | . | -2.8%
CCOC(=O)C1=C(C)NC(=O)NC1c1ccc(OCC(N)=O)cc1 (centres undefined) | . | . | . | . | 9.2%

# Next entries follow:
# Field names – A = Spn PMK inh; B = Spn DPM-DC inh; C = LYP inhibition; D = MK inhibit; E = HT1080 viability
> COC(=O)C(CCSC)NC(=O)C12CC3CC(CC(C3)C1)C2 (centres undefined)
  A = .; B = .; C = .; D = .; E = -12.9%
> O=C(CN1C(=O)NC2(CCCc3ccccc32)C1=O)NCc1ccco1 (centres undefined)
  A = .; B = .; C = .; D = .; E = -6.2%
> CC(=O)N1CC=CC1(CC(C)C)C(=O)NCCN1CCOCC1 (centres undefined)
  A = .; B = .; C = .; D = .; E = -14.3%
> Cc1ccc(C(=O)N2CCN(c3ccc(NC(=O)c4ccc(Br)o4)cc3)CC2)cc1
  A = .; B = .; C = .; D = .; E = -14.3%
> FC(F)(F)c1ccc2nnc(-c3c(Cl)cccc3Cl)n2c1
  A = .; B = .; C = .; D = .; E = -4.8%
> CCc1ccc2c(c1)/C(=C/C(=O)c1cccs1)C(=O)N2
  A = .; B = .; C = .; D = .; E = -11.0%
> Cc1c(NC(=O)c2cnn3c2NC(c2ccc(Br)cc2)CC3C(F)(F)F)c(=O)n(-c2ccccc2)n1C (centres undefined)
  A = .; B = .; C = .; D = .; E = -10.4%
> Cc1ccc(NC(=O)CN(Cc2ccccc2)S(C)(=O)=O)cc1C
  A = .; B = .; C = .; D = .; E = 6.3%
> CC(NC(=O)CN(C1CCCCC1)S(C)(=O)=O)c1ccccc1 (centres undefined)
  A = .; B = .; C = .; D = .; E = 2.8%
> O=C(c1csc2c1CCCC2)N1CCN(c2ccc(F)cc2)CC1
  A = .; B = .; C = .; D = .; E = -5.4%
> O=c1[nH]c(=O)n(C2CCCO2)cc1F (centres undefined)
  A = .; B = .; C = 24.9%; D = .; E = 1.0%
> c1nc(N2CCCC2)c2[nH]cnc2n1
  A = .; B = .; C = 3.2%; D = .; E = 0.2%
> Cn1c(=O)c2[nH]c(-c3ccccc3)nc2n(C)c1=O
  A = .; B = .; C = 15.3%; D = .; E = 10.1%
> C[C@]12CC[C@@H]3c4ccc(O)cc4CC[C@H]3[C@@H]1CC[C@@H]2O
  A = .; B = .; C = 26.2%; D = .; E = -4.1%
> COC(=O)C1(S(=O)(=O)c2ccc(C)cc2)CCOCC1
  A = 23.0; B = i; C = .; D = 2.0; E = .
> Nc1ccccc1SCc1cn2ccccc2n1
  A = 13.0; B = i; C = .; D = 0.0; E = .
